# FUS suppressor = qHTS for Suppressors of FUS Proteinopathy: Primary screen using FUS-linked yeast assay; S. cerevisiae FUS-expressing, growth rescue, OD600, 24 h; Potency, µM (doses to about 76.6 µM), inactives show at the top dose growth rescue (activation), hits mostly activators; hit rate 0.24% among 390,000; AID 1347120, 2019; active = well fitted activation curve with a large enough effect; inconclusive = small, poorly fitted or top-dose-only effect; inactive = no such curve, though single readings can be large or run the other way;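 also: plate controls were DMSO vehicle for no effect and reference control for full effect; nearly all actives have a fitted effect of over 55% in size; some results filed as inactive show a strong effect at the top dose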
#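 Galactose (2%) drives FUS expression in yeast precultured in raffinose; seeding density OD 0.005. Test compounds incubated 24hr at 30C and 99% humidity before absorbance at 600 nm was measured.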
# * = called active by the depositor; ? = inconclusive. Potency is read from the fitted curve at half-maximal effect.
SMILES,FUS suppressor
O=C(OC12CCCN(C1)/C(=C/c1cccnc1)C2)c1ccccc1 (stereo not drawn),-23%
O=C(CN1CCN(Cc2ccccc2)CC1)N/N=C\c1c2ccccc2cc2ccccc12,19%
COC(=O)[C@]1(C#N)CC(=O)N(CC2CCCCC2)[C@@H]1c1ccccc1,4%
O=C(N[C@@H](Cc1ccccc1)C(=O)N1CCC2CCN(S(=O)(=O)c3ccccc3)CC21)[C@@H]1CCCN1 (stereo partly drawn),-8%
CCC(C)N(C(C)CC)S(=O)(=O)c1ccc2[nH]c(=O)oc2c1 (stereo not drawn),18%
COc1ccc(OC)c(S(=O)(=O)N2CCC(c3cn4ccccc4n3)CC2)c1,22%
C=CCCC(=O)N1CCC(C(=O)NC2CCCc3ccccc32)CC1 (stereo not drawn),-3%
Nc1c(C(=O)N2CCN(CCc3ccccc3)CC2)cnn1-c1ccccc1,-6%
CCOC(=O)[C@@]12CCCC=C1N(CCc1ccc(Cl)cc1)C(=O)[C@H]2CC(=O)NCc1cccc2ccccc12,?
COc1ccc(C(=O)N(C)[C@H]2C[C@H]3c4[nH]c5cccc(-c6ccccc6)c5c4CCN3C[C@H]2[C@H](C)O)cc1,37%
C[C@H]1COc2cc(N3CCSCC3)ccc2S(=O)(=O)N1C,-8%
COC(=O)[C@]1(CNC(=O)Nc2ccc(C)c(Cl)c2)CC(=O)N(C)[C@@H]1c1ccccc1,-10%
COC(=O)[C@]12C[C@H](CC(=O)NCc3cccc4ccccc34)C(=O)N(Cc3cccc4ccccc34)C1=C[C@H](C(C)C)O[C@@H]2C1CC1,35%
COC(=O)[C@]12C[C@H](CC(=O)NCCc3ccccc3OC)C(=O)N(Cc3ccco3)C1=C[C@H](C(C)(C)C)O[C@@H]2C,?
S=C(NCc1cccc(Cl)c1)OC1CCC12CCC(c1ccccc1)CC2 (stereo not drawn),1%
O=C(OCC#CCSc1nnc(-c2cccc3ccccc23)o1)C1CC1,22%
CC(C)NC(=O)N[C@@H]1C[C@@H]2O[C@@H](CO)CC[C@@H]2O[C@@H]1CCc1ccc(-c2ccccc2F)cc1,35%
CC(C)(N[C@@H](Cc1c[nH]c2ccccc12)C(=O)NCC(c1ccccc1)c1ccccc1)C(=O)NC1CCCCC1,14µM*
CC(=O)c1ccc([C@H](O)[C@H](C)C(=O)N(C)c2ccccc2)cc1,-13%
COc1cccc(NC(=O)C2CCCN2C(=O)NCc2ccccc2)c1 (stereo not drawn),20%
CC(=O)N1CCCN(C(=O)C2CCN(c3ncnc4c3sc3cccc(F)c34)CC2)CC1,17%
Cn1c(SCC(=O)Nc2ccccc2-c2ccccc2)nnc1-c1ccccc1,28%
N#Cc1ccc(/C=C2\CC3(OC(=O)c4ccc(Cl)cc4)CCCN2C3)cc1 (stereo not drawn),-9%
Cc1ccc(CN2CCCCC(NC(=O)c3ccc(F)c(F)c3)C2=O)cc1 (stereo not drawn),15%
COc1cccc(/C=C2\CC3(OC(=O)c4ccc(Cl)cc4)CCCN2C3)c1 (stereo not drawn),21%

# The last 2 compounds of the section before open the next one.
SMILES,FUS suppressor
Cc1ccc(CN2CCCCC(NC(=O)c3ccc(F)c(F)c3)C2=O)cc1 (stereo not drawn),15%
COc1cccc(/C=C2\CC3(OC(=O)c4ccc(Cl)cc4)CCCN2C3)c1 (stereo not drawn),21%
O=C(NCc1cccc(Cl)c1)O[C@H]1CC[C@@]23CCCN2C(=O)CCC[C@H]3C1,6%
Nn1c(SCC(=O)Nc2ccccc2-c2ccccc2)nnc1-c1cc(-c2ccc(F)cc2)n[nH]1,5%
Cc1ccc(-n2c(SCC(=O)Nc3ccc(Oc4ccccc4)cc3)nnc2-c2ccco2)cc1,9%
CCN(CC)C(=O)c1ccc2c(c1)NC(=O)C(C)(C)O2,-5%
Oc1ccc(CCc2c(F)cccc2F)c2cccnc12,3%
C[C@H]1COc2cc(Br)ccc2S(=O)(=O)N1Cc1cn(CC2CCCCC2)nn1,3%
COC(=O)C1CN(Cc2cn(Cc3ccc(OC)cc3)nn2)CCS(=O)(=O)N1Cc1ccc(F)cc1 (stereo not drawn),15%
C[C@H]1CCCC(=O)N[C@@H](c2ccccc2)[C@@H](C)CCCC(=O)N[C@H]1c1ccccc1,-14%
COc1ccc2c(c1)N=C(c1[nH]c3ccccc3c1CCN1C(=O)c3ccccc3C1=O)[C@]2(O)CCN1C(=O)c2ccccc2C1=O,18µM*
Nn1c(SCC(=O)Nc2nccs2)nnc1-c1cc(-c2ccc(F)cc2)n[nH]1,7%
COC(=O)[C@]12C[C@H](CC(=O)NCCC(C)C)C(=O)N(CCc3ccc(OC)c(OC)c3)C1=C[C@H](C1CCCC1)O[C@@H]2C,?
Cc1ccccc1CN1CCCCC(NC(=O)c2ccccc2F)C1=O (stereo not drawn),2%
Cc1cccc(Cn2cc(COC(=O)N(C)Cc3ccccc3)nn2)c1,19%
COC(=O)[C@H]1C[C@@]2(C)c3ccccc3N(C(=O)OC(C)(C)C)[C@H]2N1C(=O)OC(C)(C)C,40%
CC(C)C(=O)N1CCC(Oc2cccnc2)CC1,-5%
COC(=O)[C@]12C[C@H](CC(=O)NCCCN3CCCC3=O)C(=O)N(Cc3ccc(Cl)cc3Cl)C1=C[C@H](C(C)(C)C)O[C@@H]2C,?
CCCCCCC/C=C(\C)[C@@H](O)[C@@H](C)C(=O)N1CCC[C@@H]1C(=O)O[C@H](C(=O)O[C@@H](C)C(=O)O)[C@@H](C)CC,?
Cc1ccc(O)c(C(C)c2c[nH]c3ccccc23)c1 (stereo not drawn),-15%
Cc1cc(F)ccc1C(=O)N1CCC(Oc2cccnc2)CC1,12%
COC(=O)[C@]12C[C@H](CC(=O)NCCC(C)C)C(=O)N(Cc3ccc(Cl)cc3Cl)C1=C[C@H](C1CCCC1)O[C@@H]2C,?
O=C(CC1CCCC1)N1CC[C@H]2[C@H](CCCN2Cc2cc(F)cc(F)c2)C1,-10%
CN(Cc1ccccc1)C(=O)OCc1cn(Cc2cccc(F)c2)nn1,-3%
C=CCN1[C@H](CO)[C@H](c2ccc(Br)cc2)[C@@H]1C#N,1%
O=C(NCCN1CCC(Cc2ccccc2)CC1)C1CCCN(S(=O)(=O)c2ccc(Cl)s2)C1 (stereo not drawn),?
O=C(CSc1nnc(COc2ccccc2)n1-c1ccc(Cl)cc1)Nc1ccc(OCc2ccccc2)cc1,1%

# Of the compounds above, these have an aryl methoxy group.
SMILES,FUS suppressor
COc1ccc(OC)c(S(=O)(=O)N2CCC(c3cn4ccccc4n3)CC2)c1,22%
COc1ccc(C(=O)N(C)[C@H]2C[C@H]3c4[nH]c5cccc(-c6ccccc6)c5c4CCN3C[C@H]2[C@H](C)O)cc1,37%
COC(=O)[C@]12C[C@H](CC(=O)NCCc3ccccc3OC)C(=O)N(Cc3ccco3)C1=C[C@H](C(C)(C)C)O[C@@H]2C,?
COc1cccc(NC(=O)C2CCCN2C(=O)NCc2ccccc2)c1 (stereo not drawn),20%
COc1cccc(/C=C2\CC3(OC(=O)c4ccc(Cl)cc4)CCCN2C3)c1 (stereo not drawn),21%
COC(=O)C1CN(Cc2cn(Cc3ccc(OC)cc3)nn2)CCS(=O)(=O)N1Cc1ccc(F)cc1 (stereo not drawn),15%
COc1ccc2c(c1)N=C(c1[nH]c3ccccc3c1CCN1C(=O)c3ccccc3C1=O)[C@]2(O)CCN1C(=O)c2ccccc2C1=O,18µM*
COC(=O)[C@]12C[C@H](CC(=O)NCCC(C)C)C(=O)N(CCc3ccc(OC)c(OC)c3)C1=C[C@H](C1CCCC1)O[C@@H]2C,?

# Other records follow.
SMILES,FUS suppressor
C=CCN1C(=O)[C@@H](CC(=O)NCCCCc2ccccc2)[C@]2(C(=O)OCC)CCCCC/C=C/12,41%
O=C(C1CCN(S(=O)(=O)c2ccccc2)CC1)N1CCN(C2CCCCC2)CC1,-1%
CCN(CC)C(=O)CC[C@H]1CC[C@]2(CCCN(S(=O)(=O)C3CCCCC3)C2)O1,0%
COC(=O)[C@]12C[C@H](CC(=O)N3CCOCC3)C(=O)N(Cc3ccco3)C1=C[C@H](C1CCCC1)O[C@@H]2C,8%
COc1ccc(-n2c(SCC(=O)Nc3ccccc3-c3ccccc3)nnc2-c2ccco2)cc1,?
COC(=O)C[C@@H]1CC[C@@H]2[C@H](COc3ccc(NC(=O)c4ccc(F)c(F)c4)cc3C(=O)N2C)O1,5%
O=C(CCc1ccccc1)N[C@H]1[C@@H](OC(=O)c2ccc([N+](=O)[O-])cc2)CCC[C@]12C(=O)N(Cc1ccccc1)c1ccccc12,-12%
COc1ccc([C@H]2OC(=O)C[C@H]2C(=O)N2CCN(C(=O)C3CCCO3)CC2)cc1OC (stereo partly drawn),2%
O=S1(=O)CC2c3ccccc3CCN2CN1Cc1ccccc1 (stereo not drawn),-26%
c1cnc(SCC2CCCCC2)c(-c2nc3ccccc3[nH]2)c1,-15%
CC(C)C[C@H](NC1(C(=O)NCCc2c[nH]c3ccccc23)CCOCC1)C(=O)NCCCc1ccccc1,?
Cc1ccc(S(=O)(=O)N2C(N)=C(C(=O)NCc3ccc(Br)cc3)C(c3ccc(Cl)cc3)C2C(=O)c2ccccc2)cc1 (stereo not drawn),36%
CCOC(=O)[C@]12CCCCC/C=C\1N(Cc1ccc(OC)cc1)C(=O)[C@H]2CC(=O)N1CCOCC1,26%
C=CCn1c(SCC(=O)Nc2ccc(CCCC)cc2)nnc1-c1ccc(Cl)cc1,22%
CCC(C)NC(=O)CSc1nnc(-c2cc(OC)c(OC)c(OC)c2)o1 (stereo not drawn),-2%
Cc1ccccc1N(C)C(=O)CN1CCN(c2nc(-c3ccccc3)cs2)CC1,20%
COc1ccc(CCn2cnc3nc4ccc(Cl)cc4cc3c2=O)cc1OC,-32%
COC(=O)C[C@@H]1CC[C@@H]2[C@@H](COc3ccc(NC(=O)Nc4ccc(F)c(F)c4)cc3C(=O)N2C)O1,25%
CC1(c2nnnn2Cc2ccccc2)CCSCC(=O)N1Cc1cccs1 (stereo not drawn),4%
N/C(=N\C(=O)OCc1ccccc1)N(Cc1ccccc1)C(C#CC1=CCCCC1)Cc1ccccc1 (stereo not drawn),0%
CCOc1ccc(-n2c(SCC(=O)c3ccccc3Cl)nnc2-c2ccncc2)cc1,18µM*
COC(=O)c1ccc(CN2CC3CC(c4ccccc4)N4CCCC34C2=O)cc1 (stereo not drawn),11%
COc1ccc(-n2c(SCC(=O)Nc3ccc(S(=O)(=O)Nc4cc(C)nc(C)n4)cc3)nnc2-c2ccco2)cc1,34%
C=CCn1c(SCC(=O)Nc2ccccc2-c2ccccc2)nnc1-c1ccc(Cl)cc1,?
O=C(CSc1ccccc1)NC1CCCCN(Cc2ccc(Cl)cc2)C1=O (stereo not drawn),45%

# Among those listed so far, these have a thiophene ring, fused or not.
SMILES,FUS suppressor
CC(=O)N1CCCN(C(=O)C2CCN(c3ncnc4c3sc3cccc(F)c34)CC2)CC1,17%
O=C(NCCN1CCC(Cc2ccccc2)CC1)C1CCCN(S(=O)(=O)c2ccc(Cl)s2)C1 (stereo not drawn),?
CC1(c2nnnn2Cc2ccccc2)CCSCC(=O)N1Cc1cccs1 (stereo not drawn),4%

# (continued)
SMILES,FUS suppressor
CC(=O)c1cccc(NC(=O)c2cnn3c(C)cc(C)nc23)c1,-7%
COC(=O)[C@]12C[C@H](CC(=O)NCc3cccc4ccccc34)C(=O)N(Cc3ccc(Cl)cc3Cl)C1=C[C@H](C(C)C)O[C@@H]2C1CC1,?
COC(=O)[C@]12C[C@H](CC(=O)NCCCN3CCCC3=O)C(=O)N(Cc3ccco3)C1=C[C@H](C(C)(C)C)O[C@@H]2C,10%
Cc1c(C(=O)N/N=C/c2ccccc2Cl)[nH][nH]c1=O,5%
CCCCCn1nnnc1C1(C)CCCCC(=O)N1Cc1ccco1 (stereo not drawn),-8%
CCCC[C@H](C(=O)N(C)c1cccc(OC)c1)[C@@H](O)c1ccc(Cl)cc1,24%
C=CCNC(=O)NC[C@@]1(C(=O)OC)CC(=O)N(C)[C@@H]1c1ccccc1,-17%
COC(=O)C1CN(Cc2cn(Cc3ccc(C)cc3)nn2)CCS(=O)(=O)N1Cc1ccccc1 (stereo not drawn),28%
O=C(Cn1nc(-c2ccccc2)c2ccccc21)Oc1ccccc1,-16%
CCOC(=O)c1csc(NC(=O)C2CCCN(S(=O)(=O)c3ccccc3)C2)n1 (stereo not drawn),18%
COC(=O)c1ccc(-c2ccc3c(c2)[C@]2(CCC[C@@H](OCc4ccccc4)[C@@H]2NC(=O)CCc2ccccc2)C(=O)N3Cc2ccccc2)cc1,10%
c1cc2ccn(CC3CC3)c2cc1-c1ccc2ccn(CC3CC3)c2c1,7%
CCn1c(SCC(C)=O)nc2sc3c(c2c1=O)CCCC3,23%
Cc1cc(-c2n[nH]c(=S)n2N=Cc2cccc(Oc3ccccc3)c2)n[nH]1,12%
COc1ccc(-c2noc(C3CCCN(C(=O)Nc4ccc(C)c(F)c4)C3)n2)cc1 (stereo not drawn),-11%
CN1C2=N[C@@H](c3ccccc3)CC(=O)N2/C(=C\c2ccccc2)[C@H]1c1ccccc1,27%
Cc1ccccc1CN1CCCCC(NC(=O)Cc2cccs2)C1=O (stereo not drawn),-2%
CC(Cl)C(=O)N1CCC(C(=O)NCC2COc3ccccc3O2)CC1 (stereo not drawn),-15%
COC(=O)[C@]1(C#N)CC(=O)N(c2ccccc2)[C@@H]1c1ccccc1,17%
CCCN(CC1CC1)C(=O)c1ccc(CNC(=O)c2cccc(Br)c2)cc1,43%
COc1ccccc1-c1nnc(SCC#CCOC(=O)c2ccc(F)cc2)o1,12%
Cc1ccccc1CN1CCCCC(NC(=O)c2cccc(C#N)c2)C1=O (stereo not drawn),18%
CCCC(=O)N1CCC[C@]2(CC[C@@H](CCC(=O)N(CC)CC)O2)C1,-18%
COP(=O)(O)C(Cc1ccccc1)NC(=O)OCc1ccccc1 (stereo not drawn),7%

# Assay outcomes: PubChem, National Center for Advancing Translational Sciences (NCATS)

# Only part of the results is shown; rates above refer to the full screens.
